M4 antag: antagonists of human muscarinic M4 receptor (CHRM4); CHO-hM4 cells, ACh EC80, Fluo-8 calcium fluorescence; inhibition, % at 3 µM; 360,000 tested, 0.73% active; AID 624125;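 active = inhibition above its plate's cutoff, the mean inhibition of sample wells plus 3 SD, cut at about 27% in these data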;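 also: 0% = acetylcholine EC80 with DMSO and 100% = DMSO without agonist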
CHRM1 PAM: positive allosteric modulators of human M1 muscarinic receptor; AID 588819; CHO-K1 hM1, Fluo-8 calcium fluorescence, ACh EC20; 0% = ACh EC20, 100% = maximal ACh; activation, % at 3 µM; P11229; 360,000 tested, 0.088% active; in the data active = activation above about 19%, passing the limit was not always enough
M1 antag: human CHRM1 antagonism; P11229; CHO-K1 hM1, Fluo-8 calcium fluorescence, ACh EC80 antagonist; inhibition, % at 3 µM; 360,000 tested, 1.3% active; AID 588852;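 active = percent inhibition above its own plate's cutoff, namely the mean of that plate's compound wells plus 3 SD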;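 also: peak over basal fluorescence ratio during 140 s after agonist addition; 0% = ACh EC80 plus DMSO and 100% = DMSO alone without agonist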
CHRM1 agonist: human M1 muscarinic receptor agonism; P11229; CHO-K1 hM1, Fluo-8 calcium fluorescence, agonist mode; 0% DMSO, 100% acetylcholine EC100; activation, % at 3 µM; 360,000 tested, 0.33% active;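 active = activation above the run's mean compound activation plus 3 SD, cut at about 16% in these data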;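 also: peak over basal fluorescence ratio within a 140 s kinetic read after compound addition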
CHRM5 PAM: potentiates acetylcholine response at human M5 receptor. activation, % at 3 µM. P08912. CHO-K1 hM5, Fluo-8 calcium, ACh EC20 PAM; 0% = ACh EC20, 100% = ACh EC100. 360,000 tested, 0.3% active;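 active = activation above the run cutoff, the mean activation of all test compounds plus 3 SD, cut at about 18% in these data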
Target sequence (P08912 whole entry, looked up): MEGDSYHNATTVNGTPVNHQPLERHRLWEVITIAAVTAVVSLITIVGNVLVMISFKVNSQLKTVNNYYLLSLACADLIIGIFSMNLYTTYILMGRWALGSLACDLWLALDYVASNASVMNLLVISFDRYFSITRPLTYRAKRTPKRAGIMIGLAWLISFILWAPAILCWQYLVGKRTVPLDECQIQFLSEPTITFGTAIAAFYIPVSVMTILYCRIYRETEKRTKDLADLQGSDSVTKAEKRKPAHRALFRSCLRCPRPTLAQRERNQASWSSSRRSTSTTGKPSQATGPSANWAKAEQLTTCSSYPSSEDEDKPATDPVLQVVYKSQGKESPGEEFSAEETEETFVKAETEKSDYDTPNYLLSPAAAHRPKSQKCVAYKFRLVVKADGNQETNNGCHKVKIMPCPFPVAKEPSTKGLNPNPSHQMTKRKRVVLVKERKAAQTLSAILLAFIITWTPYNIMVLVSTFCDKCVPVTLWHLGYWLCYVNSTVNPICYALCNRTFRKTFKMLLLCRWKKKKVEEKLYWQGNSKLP
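Probe or stimulus: acetylcholine, EC20 level; Assay system: human M5 receptor in CHO-K1 cells; Schedule: compound preincubation 140 s before EC20 acetylcholine addition; Technique: intracellular calcium via Fluo-8 fluorescence; Dosing: single-point, 3 µM nominal; Read-out basis: percent activation from peak-over-basal fluorescence ratio, scaled EC20-to-EC100 acetylcholine; Repeats: one well per compound, no replicates.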
CHRM5 antagonist: blocks acetylcholine activation of human M5 receptor; P08912; CHO-hM5 cells, Fluo-8 calcium fluorescence, ACh EC80; inhibition, % at 3 µM; 360,000 tested, 0.59% active; AID 624040;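 active = inhibition above a per-plate cutoff, the mean of that plate's test compounds plus 3 SD, cut at about 27% in these data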;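 also: 0% = acetylcholine EC80 with DMSO and 100% = DMSO without agonist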
TAAR1 agonist: human TAAR1 agonism; 360,000 tested, 0.99% active; activation, % at 3 µM; CHO RD-HGA16 TAAR1, Fluo-8 calcium fluorescence; vehicle wells 0%, saturating PEA agonist 100%; Q96RJ0;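 active = activation above the mean activation of all test compounds in the run plus 3 SD, cut at about 38% in these data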
Target sequence (Q96RJ0 whole entry, looked up): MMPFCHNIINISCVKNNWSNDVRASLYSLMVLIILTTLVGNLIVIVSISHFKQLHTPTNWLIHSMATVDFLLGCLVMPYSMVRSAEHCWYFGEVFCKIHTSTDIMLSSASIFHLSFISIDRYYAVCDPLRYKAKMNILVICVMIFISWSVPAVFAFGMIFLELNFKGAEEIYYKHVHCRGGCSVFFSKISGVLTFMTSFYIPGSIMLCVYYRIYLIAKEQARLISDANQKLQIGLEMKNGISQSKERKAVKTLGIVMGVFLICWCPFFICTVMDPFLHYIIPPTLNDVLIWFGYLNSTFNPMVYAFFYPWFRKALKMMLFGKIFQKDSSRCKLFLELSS
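Test system: RD-HGA16 (CHO) cells co-expressing Gα16 and hTAAR1; dosing: one-point dosing at 3 µM (nominal); timing: 17-24 h seeding, 75 min 37 °C dye, 30 min RT; signal: kinetic Fluo-8 calcium fluorescence; read-out basis: % activation relative to PEA EC100 response; controls: DMSO and PEA EC100; replicates: n 1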
CHRM4 agonist: agonists of human muscarinic M4 receptor (CHRM4) | activation, % at 3 µM | AID 624127 | 360,000 tested, 0.14% active | P08173 | CHO-K1 hM4/Gqi5, Fluo-8 calcium fluorescence; vehicle 0%, full acetylcholine response 100%;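 active = activation above the run mean over all test wells plus 3 SD, cut at about 32% in these data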;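 also: peak over basal fluorescence ratio per well then scaled between controls; 0% = DMSO wells and 100% = acetylcholine at EC100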
M5 ag: agonists of human muscarinic M5 receptor (CHRM5) | activation, % at 3 µM | CHO-K1 hM5 cells, Fluo-8 calcium fluorescence; 0% DMSO wells, 100% maximal acetylcholine response | P08912 | 360,000 tested, 0.19% active;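 active = activation above the run's mean over test compounds plus 3 SD, cut at about 23% in these data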;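 also: signal is peak over basal fluorescence ratio across the kinetic read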
* marks the source's active call; other numbers are inactive results; / = not tested or not shown. This is a subset; count on the stated rates, not on these rows.

SMILES	M4 antag	CHRM1 PAM	M1 antag	CHRM1 agonist	CHRM5 PAM	CHRM5 antagonist	TAAR1 agonist	CHRM4 agonist	M5 ag
CCOC(=O)C1=CN(CC2CCCO2)C=C(C(=O)OCC)C1c1ccccc1C(F)(F)F (stereo unspecified)	-3	1	-5	-4	2	11	4	0	-8
CC(C)N(C(=O)COC(=O)CNS(=O)(=O)c1ccccc1F)c1ccccc1	2	6	2	-2	11	0	14	1	2
Cc1ccc(C(=O)COC(=O)COc2ccccc2O)cc1C	9	-4	8	-4	6	2	0	0	3
c1ccc(CN2OCC3Cn4c(nc5ccccc54)C32)cc1 (stereo unspecified)	-16	4	-2	-5	7	-3	2	1	-1
O=S(=O)(c1cccc2cccc(Cl)c12)N1CCCC1	-2	7	-9	-4	-1	10	0	0	-4
Cc1nc2ccccc2c(=O)n1/N=C/c1ccc(O)cc1O	0	-2	4	-6	-4	-10	6	2	-1
O=C(COC(=O)c1cnccn1)c1ccc(OC(=O)c2ccccc2)cc1	5	-2	7	0	1	0	7	1	2
COc1ccc(OC)c(N(CC(N)=O)S(=O)(=O)c2ccc(OC)c(OC)c2)c1	8	-6	11	-2	-8	13	8	-1	-2
CCOC(=O)[C@]12CCCC=C1N(CCc1ccc(OC)c(OC)c1)C(=O)[C@H](CC(=O)NCCc1ccccc1OC)C2	-2	/	/	/	-8	14	46*	15	1
O=C1c2cccnc2C(O)N1Cc1cccs1 (stereo unspecified)	1	6	-6	0	5	-4	11	1	3
CCOC(=O)/C(=N\Nc1cc(Cl)ccc1Cl)N1CCOCC1	4	8	4	-3	0	-2	8	0	0
COc1cccc(S(=O)(=O)N(C)C[C@H]2OCc3cnnn3CCCC(=O)N([C@H](C)CO)C[C@@H]2C)c1	2	6	-17	-2	0	7	1	1	1
COc1ccc(-c2nnc3sc(-c4ccco4)nn23)cc1OC	4	2	4	-4	-7	0	2	2	-1
COc1ccccc1NOC(=O)CCOc1ccccc1	11	-3	5	-3	1	11	-2	-2	4
O=C(NCCCN1CCOCC1)c1cnn2c(-c3ccccc3)cc(-c3ccccc3)nc12	5	-16	28	-7	-18	14	14	23	0
O=C(CNC(=O)c1cccs1)N/N=C/c1cccc(Br)c1	2	5	-2	-3	0	-9	2	1	-5
O=C(CCN1C(=O)CSC1=O)Nc1ccccc1	3	3	-2	-3	-4	-2	3	1	0
O=C(CSC(=S)N1CCCC1)c1ccccc1	5	-2	5	-4	-2	11	0	0	-5
COCCCNC(=O)CC1C[C@H](C(=O)N2CCOCC2)[C@@]2(CCC3CCCC3)c3[nH]c4ccc(OC)cc4c3CCN2C1=O (stereo partly specified)	-5	14	-19	-3	0	3	1	1	0
COCC(C)OC(=O)/C(C#N)=C\c1coc2ccc(C)cc2c1=O (stereo unspecified)	16	-1	8	-8	-1	-4	3	1	1
CCCNC(=O)C1(C)CCCN(C(=O)c2cccc(OC(C)=O)c2C)C1 (stereo unspecified)	-6	8	-19	1	-2	-3	2	0	1
CCO[C@H]1c2c(ccc3ccc(=O)oc23)OC(C)(C)[C@H]1O	-2	-2	9	-2	4	4	10	2	3
COc1ccc(-c2cnc3c(NC(C)=O)cc(-c4ccccc4CN(C)C)cn23)cc1OC	4	6	-1	-7	2	6	0	-1	-3
Cc1cccc(C)c1NC(=O)C(NC=O)c1ccccc1 (stereo unspecified)	-11	0	-7	-2	5	4	8	1	-3
CCOC(=O)c1sc2ncnc(NCc3ccco3)c2c1C	6	-4	12	-2	0	5	4	6	-1
Cc1ccc(NC(=O)c2oc3ccccc3c2NC(=O)C2CCCO2)cc1C (stereo unspecified)	-2	4	-7	-4	0	8	-2	0	-4
COc1ccc(OC(C)C(=O)Nc2ccc([N+](=O)[O-])cc2)cc1 (stereo unspecified)	7	8	-8	-4	-11	3	17	4	2
COc1ccccc1NS(=O)(=O)c1ccc(C(=O)NCC(c2cccs2)N2CCOCC2)cc1 (stereo unspecified)	-8	5	-4	-3	4	9	4	5	2
CCN1CCN(Cc2nc3c(c(=O)n(C)c(=O)n3C)n2Cc2cccc3ccccc23)CC1	-1	-1	-6	-9	3	-1	14	1	0
O=C(NCc1ccc2c(c1)OCO2)c1ccc(NC(=O)C2CCCO2)cc1 (stereo unspecified)	-1	4	-3	-1	-4	1	2	1	0
c1cncc(-c2csc(-c3cccnc3)n2)c1	-4	6	-16	-4	0	-1	0	3	-2
CN(C(=O)CSc1nnc(CN2CCCC2)n1Cc1ccccc1)c1ccccc1	-1	6	-9	-6	1	1	0	0	-4
O=C(Nc1nnc([C@@H]2C[C@H](O)[C@@H](CO)O2)s1)c1ccccc1Cl	1	-2	5	-2	6	0	1	1	1
O=C(OCC(=O)N1CCN(c2ccccc2)CC1)c1ccc2ccccc2n1	6	6	-9	-3	-5	9	3	4	3
Cc1[nH]c2ccc(-c3n[nH]c(=S)n3-c3ccccc3)cc2c1C	3	1	-2	-3	-5	5	1	5	1
COc1cc2ccccc2nn1	-4	2	0	-4	-6	9	7	0	0
Cc1cc(NC(=O)CSc2nnc(-c3ccccc3F)n2N)no1	2	2	-4	1	-3	0	1	2	4
CCN(CC)C(=O)N(CC)Cc1ccccc1	4	5	-2	-5	-2	6	2	0	-1
CCOc1ccc(C(=O)Oc2cc(C)[nH]c(=O)c2[N+](=O)[O-])cc1OCC	-1	1	-1	-2	-12	16	1	2	-1
O=C(CN1CCN(Cc2ccc3c(c2)OCO3)CC1)NCC(F)(F)F	-1	9	-12	-11	-3	10	3	0	-5
CS(=O)(=O)N(CC(=O)Nc1ccc(Cl)c(Cl)c1)C1CCCCC1	2	-2	3	-2	-9	13	18	7	1
CSc1ccc(/C=C(\C#N)C(=O)NC2CCCCC2)cc1	-2	11	-16	1	-1	9	3	0	-2
CCOP(=O)(OCC)c1nc(-c2ccc(F)cc2)oc1NCc1ccccc1	-9	9	-5	-2	11	-6	-1	-1	-2
CC(C)C[C@@H]1COc2cccc(N3CCC[C@H]3CO)c2S(=O)(=O)N1	-12	/	/	/	-3	-5	2	1	3
O=C(Nc1ccc(C(=O)N2CCCC2)cc1)C1CC1	-22	-2	1	-3	3	-8	1	1	-2

A different layout for some results above:
> CSc1ccc(/C=C(\C#N)C(=O)NC2CCCCC2)cc1
  M4 antag = -2
  CHRM1 PAM = 11
  M1 antag = -16
  CHRM1 agonist = 1
  CHRM5 PAM = -1
  CHRM5 antagonist = 9
  TAAR1 agonist = 3
  CHRM4 agonist = 0
  M5 ag = -2
> c1cncc(-c2csc(-c3cccnc3)n2)c1
  M4 antag = -4
  CHRM1 PAM = 6
  M1 antag = -16
  CHRM1 agonist = -4
  CHRM5 PAM = 0
  CHRM5 antagonist = -1
  TAAR1 agonist = 0
  CHRM4 agonist = 3
  M5 ag = -2

Among those listed so far, these contain two or more sulfur atoms.
SMILES	M4 antag	CHRM1 PAM	M1 antag	CHRM1 agonist	CHRM5 PAM	CHRM5 antagonist	TAAR1 agonist	CHRM4 agonist	M5 ag
O=C(CSC(=S)N1CCCC1)c1ccccc1	5	-2	5	-4	-2	11	0	0	-5
COc1ccccc1NS(=O)(=O)c1ccc(C(=O)NCC(c2cccs2)N2CCOCC2)cc1 (stereo unspecified)	-8	5	-4	-3	4	9	4	5	2

(further entries)
SMILES	M4 antag	CHRM1 PAM	M1 antag	CHRM1 agonist	CHRM5 PAM	CHRM5 antagonist	TAAR1 agonist	CHRM4 agonist	M5 ag
CC(NC(=O)C1CCCN(S(=O)(=O)c2ccc(-n3cnnn3)cc2)C1)c1ccc(F)cc1 (stereo unspecified)	-14	23	-17	-3	4	6	3	1	-2
N#Cc1nc(-c2ccccc2F)oc1NCCc1ccccc1	27*	0	6	-5	-9	5	7	0	-2
CN(Cc1ccco1)C(=O)CN1C(=O)NC2(CCCC2)C1=O	-6	8	-11	-1	7	11	3	1	0
Cc1cc(C(F)(F)F)nn1CC(=O)N1CCOCC1	-4	5	-2	-1	-1	5	1	1	2
CC(C)C[C@H](NC(=O)N1CC(=O)Nc2ccccc21)C(=O)N1CCC[C@H]1C(=O)O	-1	7	-7	-1	3	5	0	0	3
Cc1ccccc1NC(=O)Cc1ccccc1	15	5	4	-3	-1	-3	2	1	-1
S=C(NCCN1CCOCC1)N1CCN(c2cccc(Cl)c2)CC1	6	10	-8	-10	-3	16	3	6	-4
CCOC(=O)c1c(NC(=O)COC(=O)Cc2n[nH]c(=O)c3ccccc23)sc(C(=O)N(C)C)c1C	-4	7	-21	-5	-5	4	0	2	-3
CCC(=O)N1CCN(c2ccc(NC(=O)c3ccc4ccccc4c3)cc2)CC1	-19	6	-12	-5	-2	-3	16	9	-2
CC(/C=N/N1C(=O)CSC1=S)=C\c1ccccc1	-10	4	-7	-6	-3	6	6	0	-2
COc1ccc(CCC(C(O)C(F)(F)F)S(=O)c2ccccc2)cc1 (stereo unspecified)	0	-3	0	-5	-7	0	4	0	-1
N#Cc1ccccc1S(=O)(=O)N1CCN(C(=O)c2cc(=O)[nH]c3ccccc23)CC1	3	-3	-3	-2	0	5	6	5	3

Rewritten comma-delimited: 2 of the compounds above
SMILES,M4 antag,CHRM1 PAM,M1 antag,CHRM1 agonist,CHRM5 PAM,CHRM5 antagonist,TAAR1 agonist,CHRM4 agonist,M5 ag
Cc1cc(C(F)(F)F)nn1CC(=O)N1CCOCC1,-4,5,-2,-1,-1,5,1,1,2
CC(C)C[C@H](NC(=O)N1CC(=O)Nc2ccccc21)C(=O)N1CCC[C@H]1C(=O)O,-1,7,-7,-1,3,5,0,0,3

Screening data (PubChem)
